# HP1b chromo inh = HTS for Inhibitors of HP1-beta Chromodomain Interactions with Methylated Histone Tails; Potency, µM (top dose mostly 114 µM), inactives show at the top dose activity change, negative = inhibition, hits mostly inhibitors; AlphaScreen HP1-beta / biotin-H3K9me3 peptide binding; Chromobox protein homolog 1 (Homo sapiens), P83916; actives 0.56% (n = 390,000); AID 540317, 2011; also: nearly all actives have a fitted effect of over 70% in size; inactives centre near 23
#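 AlphaScreen: HP1-beta (50 nM) preformed 30 min with biotin-H3(1-18)K9me3 peptide (50 nM) in PBS pH 7.4, 0.01% Tween-20. Compound added for 30 min at RT, then streptavidin donor/nickel chelate acceptor beads (10 ug/mL) for 30 min.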
# BLM inh = qHTS Assay for Inhibitors of Bloom's syndrome helicase (BLM) | Potency, µM (series often up to 56.1 µM), for the others: at the highest dose activity change, negative = inhibition, most hits filed as inhibitors | RecQ-like DNA helicase BLM (Homo sapiens), P54132 | recombinant BLM DNA unwinding, fluorescence dequenching | actives 0.2% (n = 350,000);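 also: plate controls were vehicle for no effect and no enzyme for full effect; nearly all actives have a fitted effect of over 35% in size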
# PGK inhibitor = qHTS Assay to Find Inhibitors of Phosphoglycerate Kinase; Phosphoglycerate kinase, glycosomal (Trypanosoma brucei brucei), P07378; PGK/GAPDH coupled, Kinase-Glo luminescence, 60 min; Potency, µM (titrated, usually from 57.5 µM), inactives show at the top dose activity change, negative = inhibition, usual class: inhibitors; actives 0.043% (n = 380,000); AID 602233, 2012; also: % is scaled to controls: 0 for no effect and ±100 for the full control effect; nearly all actives have a fitted effect of over 60% in size
#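 Luminescent ATP detection (Kinase-Glo Plus) follows a 60-minute room-temperature incubation, with wells lacking PGK as controls. Buffer: 100 mM TEA (pH 7.6), 5 mM MgCl2, 0.01% Tween-20. Coupling enzyme GAPDH (100 nM final) supplies unstable 1,3-BPG in-well.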
# POLI inh = qHTS for Inhibitors of Polymerase Iota; Pol iota fluorescent replication assay, 10 min; Potency, µM (titrated, usually from 115 µM), for the others: at the top dose activity, negative = inhibition, actives largely listed as inhibitors; actives 1% (n = 390,000)
#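 Fluorescent replication assay read twice, at 0 min and 10 min after adding 50 nM (final) substrate. Enzyme (10 nM) and compounds were first incubated 15 min at room temperature; enzyme-free buffer wells were negative controls.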
# GLS inh = qHTS for Inhibitors of Glutaminase (GLS); actives 0.21% (n = 410,000); GLS enzymatic activity, qHTS titration; AID 624170, 2012; Potency, µM (series often up to 45.5 µM), without a hit: top-dose activity change, negative = inhibition, actives largely listed as inhibitors; also: % is scaled to controls: 0 for no effect and ±100 for the full control effect
#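 Glutamate formation by hKGA was monitored fluorometrically using coupled glutamate oxidase, HRP and Amplex Red. Substrate was added as 1 mM L-glutamine solution; incubation was 30 min at RT after an initial read.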
# JMJD2A Tudor inh = qHTS Assay for Inhibitors of JMJD2A-Tudor Domain | AlphaScreen JMJD2A-Tudor / H3K4me3 peptide binding | Lysine-specific demethylase 4A (Homo sapiens), O75164 | actives 4.4% (n = 390,000) | Potency, µM (doses to about 114 µM), for the others: at the top dose activity change, negative = inhibition, most hits filed as inhibitors; also: % is scaled to controls: 0 for no effect and ±100 for the full control effect; nearly all actives have a fitted effect of over 50% in size
# Target sequence (O75164 whole entry, looked up, the tested form may be a part): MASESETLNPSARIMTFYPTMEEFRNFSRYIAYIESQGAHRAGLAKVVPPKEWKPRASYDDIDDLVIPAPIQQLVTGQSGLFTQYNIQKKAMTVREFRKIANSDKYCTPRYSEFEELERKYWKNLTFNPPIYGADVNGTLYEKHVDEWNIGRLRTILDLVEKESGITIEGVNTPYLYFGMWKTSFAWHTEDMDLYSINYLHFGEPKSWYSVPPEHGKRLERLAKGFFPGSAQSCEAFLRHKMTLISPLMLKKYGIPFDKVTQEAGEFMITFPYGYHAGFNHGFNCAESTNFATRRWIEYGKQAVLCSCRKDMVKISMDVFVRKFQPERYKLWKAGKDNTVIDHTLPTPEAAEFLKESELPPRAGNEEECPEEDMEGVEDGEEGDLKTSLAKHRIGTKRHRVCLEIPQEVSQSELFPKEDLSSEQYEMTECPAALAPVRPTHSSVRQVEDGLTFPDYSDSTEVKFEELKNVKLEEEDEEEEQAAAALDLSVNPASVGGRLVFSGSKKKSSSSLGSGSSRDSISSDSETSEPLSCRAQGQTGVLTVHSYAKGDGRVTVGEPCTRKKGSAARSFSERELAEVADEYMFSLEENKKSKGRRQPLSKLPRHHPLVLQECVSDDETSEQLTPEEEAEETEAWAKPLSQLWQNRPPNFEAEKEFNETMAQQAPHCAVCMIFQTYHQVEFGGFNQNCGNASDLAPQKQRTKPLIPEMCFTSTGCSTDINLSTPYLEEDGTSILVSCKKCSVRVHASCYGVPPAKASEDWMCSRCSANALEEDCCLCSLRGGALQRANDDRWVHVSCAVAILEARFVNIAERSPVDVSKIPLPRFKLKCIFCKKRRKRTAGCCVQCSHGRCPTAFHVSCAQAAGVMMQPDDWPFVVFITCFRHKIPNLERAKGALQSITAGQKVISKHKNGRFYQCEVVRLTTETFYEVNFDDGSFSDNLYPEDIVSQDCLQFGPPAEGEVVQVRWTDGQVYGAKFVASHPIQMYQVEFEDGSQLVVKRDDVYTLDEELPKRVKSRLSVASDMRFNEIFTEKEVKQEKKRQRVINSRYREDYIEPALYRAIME
# BAZ2B inh = qHTS Assay for Inhibitors of BAZ2B; Bromodomain adjacent to zinc finger domain protein 2B (Homo sapiens), Q9UIF8; AlphaScreen BAZ2B-H3K14Ac peptide displacement; Potency, µM (series often up to 114 µM), inactives show at the top dose activity change, negative = inhibition, actives largely listed as inhibitors; actives 4.4% (n = 360,000); AID 504333, 2011; also: % is scaled to controls: 0 for no effect and ±100 for the full control effect; nearly all actives have a fitted effect of over 60% in size
#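 Compounds, titrated to a top concentration of 110 uM, were incubated 30 min at room temperature with preformed BAZ2B/acetyl-K14 H3 peptide complex (50 nM each). Proximity signal was measured by AlphaScreen after 20 min with beads.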
# G9a block = qHTS Assay for Inhibitors of Histone Lysine Methyltransferase G9a. Histone-lysine N-methyltransferase EHMT2 (Homo sapiens), Q96KQ7. G9a H3K9 monomethylation, AlphaScreen, 2 h. Potency, µM (top dose mostly 102 µM), without a hit: top-dose activity, negative = inhibition, hits mostly inhibitors. actives 8.8% (n = 350,000); also: % is scaled to controls: 0 for no effect and ±100 for the full control effect; nearly all actives have a fitted effect of over 75% in size
#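 G9a (20 nM) was preincubated 15 min with compound, then reacted 2 h at room temperature with 500 nM biotin-H3K9 peptide and 20 µM SAM. Monomethyl-H3K9 detected by AlphaScreen using anti-H3K9me1 antibody.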
# Pin1 inh = qHTS Assay to Find Inhibitors of Pin1; Peptidyl-prolyl cis-trans isomerase NIMA-interacting 1 (Homo sapiens), Q13526; Pin1 FP peptide displacement, HiFluor488, 10 min; Potency, µM (series often up to 115 µM), for the others: at the highest dose activity, negative = inhibition, most hits filed as inhibitors; actives 0.009% (n = 390,000); AID 504891, 2011; active = well fitted inhibition curve with a large enough effect in the polarisation, with a control signal flat, not every such curve was filed as active; inconclusive = small, poorly fitted or top-dose-only effect, or effect the other way, or a change in a side signal; inactive = no such curve, though single readings can be large or run the other way; the % refers to the polarisation; also: % is scaled to controls: 0 for no effect and ±100 for the full control effect
# An asterisk follows results filed as active; i = inactive; ? = inconclusive; nt = no result given; & = joins results of further samples; [ ] = dose if it differs, or a comment. Unless noted, calls follow the shape of the dose curve; as a rule, active = well fitted curve in the direction sought with a large enough effect; inconclusive = small, poorly fitted or top-dose-only effect, or another doubt; inactive = no such curve, though single readings can be large; an effect the other way counts as inactive or inconclusive. Potency is read from the fitted curve at half-maximal effect.
# Letter code: A = HP1b chromo inh; B = BLM inh; C = PGK inhibitor; D = POLI inh; E = GLS inh; F = JMJD2A Tudor inh; G = BAZ2B inh; H = G9a block; I = Pin1 inh
O=C(O)CC(SCC(=O)Nc1ccc(Cl)c(S(=O)(=O)N2CCOCC2)c1)C(=O)O (stereo unspecified)
  A = 58%[activator]; B = -5%; C = -5%; D = -15%; E = 2%; F = -8%; G = -2%; H = -44%; I = -17%
COc1ccc(OC)c(NC(=S)NN2CCOCC2)c1
  A = 21%; B = -1%; C = -6%; D = -1%; E = 36%; F = -7%; G = 7%; H = 1%[59 µM]; I = 4%
CC(=O)NS(=O)(=O)c1ccc(N=c2ssc3c2-c2ccc(C)cc2NC3(C)C)cc1
  A = ?; B = -2%; C = i; D = -14%; E = -6%; F = ?; G = ?; H = ?; I = -29%
COc1cc(CN(C(=O)c2ccc(C)cc2)c2ccccn2)cc(OC)c1OC
  A = 48%[activator]; B = -3%; C = 8%; D = 53%[activator]; E = 0%; F = 2%; G = -12%; H = 2%[59 µM]; I = ?
Cc1cc(C)c2nc(SCC(=O)N3CCCCC3)c(C#N)cc2c1
  A = 40%[activator]; B = 1%; C = 1%; D = 12%; E = 0%; F = 4%; G = 1%; H = 16%[59 µM]; I = -7%
CC(=O)NS(=O)(=O)c1cccnc1Nc1ccc(Cl)cc1
  A = 11%; B = 0%; C = 2%; D = -6%; E = 3%; F = -21%[11.4 µM]; G = -3%; H = 17%[59 µM]; I = -1%
Cn1c(=O)n(C)c2cc(NS(=O)(=O)c3ccccc3)c(NCc3ccccc3)cc21
  A = ?; B = -1%; C = -6%; D = -1%; E = 13%; F = ?; G = 50µM*; H = 11µM*; I = 1%
CCOc1cc(/C=C2\CCC/C(=C\c3cc(Cl)c(O)c(OCC)c3)C2=O)cc(Cl)c1O
  A = -28%; B = -6%; C = -13%; D = -22%; E = -1%; F = -1%[11.4 µM]; G = -3%[57.1 µM]; H = -7%[59 µM]; I = -1%
CCCCNC(=O)CCn1nc(-c2ccc(Cl)cc2)ccc1=O
  A = 20%; B = 0%; C = 2%; D = 9%; E = -14%; F = 1%; G = 3%; H = 20%; I = -1%
COc1ccc(NS(=O)(=O)c2cccc(C(=O)NCC(c3ccco3)N3CCCC3)c2)cc1 (stereo unspecified)
  A = 33%; B = nt; C = -3%; D = -9%; E = 8%; F = -7%; G = -6%; H = ?; I = 1%
Cc1ccc(C2C(C#N)=C(N)OC3=C2C(=O)CC(C)(C)C3)s1 (stereo unspecified)
  A = 55%[activator]; B = 0%; C = -2%; D = -11%; E = 16%; F = -21%; G = -27%; H = -27%; I = 0%
CC(C)(CN=C1NS(=O)(=O)c2ccccc21)CNC(=O)c1ccccc1
  A = 35%; B = 0%; C = 10%; D = -2%; E = 0%; F = 5%; G = -1%; H = 46%; I = -4%
CCCCn1c(SCC(=O)OC)nc2c1c(=O)n(C)c(=O)n2C
  A = 35%; B = 0%; C = 2%; D = 15%; E = -1%; F = -1%; G = 7%; H = 0%[59 µM]; I = -9%
CCCCC(=O)NC1(C(F)(F)F)C(=O)N(CC(C)C)C2=C1C(=O)CC(C)(C)C2 (stereo unspecified)
  A = 30%; B = -1%; C = 12%; D = -5%; E = -4%; F = -10%; G = 3%; H = nt; I = 0%
C#CCC(NC(=O)c1ccc(C#N)cc1)C(=O)NCCC (stereo unspecified)
  A = 62%[activator]; B = nt; C = i; D = 12%; E = -1%; F = 1%; G = 10%; H = 7%[0.501 µM]; I = 3%
COc1ccc(CNC(=O)C2(CC3CC(c4ccccc4)=NO3)CCNCC2)cc1 (stereo unspecified)
  A = 34%; B = nt; C = 2%; D = 16%; E = -4%; F = -9%; G = nt; H = nt; I = -2%
COC(=O)Cn1cnc2c(C#N)c3n(c2c1=O)CCCCC3
  A = 11%; B = 1%; C = -4%; D = 30%; E = 2%; F = -15%; G = -4%; H = 0%[59 µM]; I = 1%
COc1ccc(N(C)S(=O)(=O)c2ccc(Cl)c(C(=O)NCC(C)(C)N3CCOCC3)c2)cc1
  A = 26%; B = nt; C = i; D = -8%; E = -5%; F = -10%; G = 14%; H = 11%[12.7 µM]; I = 1%
CC1(C)C(C#N)=C(N)Oc2c1c(=O)oc1ccccc21
  A = 27%; B = 0%; C = i; D = 6%; E = -2%; F = -12%; G = 1%; H = -11%[59 µM]; I = 5%
CSc1ccc(/C=C(/NC(=O)c2ccc(C)cc2)C(=O)Nc2cccc(C)c2)cc1
  A = 20%; B = -7%; C = 5%; D = 11%; E = 13%; F = -5%; G = -12%; H = ?; I = 0%
O=C(NC(=S)Nc1ccc(CN2CCOCC2)cc1)c1ccco1
  A = -3%; B = -2%; C = 12%; D = 54%[activator]; E = 1%; F = -7%; G = -12%; H = ?; I = 2%
CCc1cccc(NC(=O)C2CCN(S(=O)(=O)c3c(C)noc3C)CC2)c1
  A = -1%; B = -6%; C = 12%; D = 7%; E = 0%; F = -6%; G = ?; H = -4%; I = -1%
CCN(CC)S(=O)(=O)c1ccc(NC(=O)c2ccc(OCC3CCCO3)cc2)cc1 (stereo unspecified)
  A = 29%; B = nt; C = i; D = 26%; E = -3%; F = -6%; G = 6%; H = -12%[12.7 µM]; I = 1%
CN(C)c1ccccc1C(=O)N1CCCC(Nc2ccc(F)cc2)C1 (stereo unspecified)
  A = 30%; B = 2%; C = i; D = -14%; E = 32%[activator]; F = -19%; G = -31%; H = -34%; I = -3%
C/C(=N/NC(=O)CNC(=O)c1ccncc1)c1ccco1
  A = 32%[activator]; B = -4%; C = 0%; D = -11%; E = 3%; F = -4%; G = 0%; H = nt; I = -2%

# A few values from the entries so far:
# POLI inh with `CC(=O)NS(=O)(=O)c1cccnc1Nc1ccc(Cl)cc1` reads -6%
# G9a block with `O=C(O)CC(SCC(=O)Nc1ccc(Cl)c(S(=O)(=O)N2CCOCC2)c1)C(=O)O` (stereo unspecified) reads -44%

# The list goes on:
# Letter code: A = HP1b chromo inh; B = BLM inh; C = PGK inhibitor; D = POLI inh; E = GLS inh; F = JMJD2A Tudor inh; G = BAZ2B inh; H = G9a block; I = Pin1 inh
O=C(NCc1cccc(Cl)c1)N1CCN(S(=O)(=O)c2ccccc2F)CC1
  A = 13%; B = -4%; C = -3%; D = 23%; E = -1%; F = -8%; G = 1%; H = 13%; I = -6%
O=C(Cc1csc(N2CCOCC2)n1)N/N=C/c1cccc(O)c1
  A = -23%; B = -1%; C = 5%; D = 19%; E = 8%; F = -27%; G = -35%; H = -9%[59 µM]; I = 0%
O=C(NCc1ccccc1)c1cccnc1
  A = 8%; B = 0%; C = i; D = -19%; E = -1%; F = -11%; G = 9%; H = ?; I = -11%
CC(C)N1CCC(=NNC(=O)c2ccccc2[N+](=O)[O-])CC1
  A = 18%; B = -1%; C = 1%; D = 25%; E = 13%; F = -17%; G = 1%; H = -4%[59 µM]; I = -1%
O=C(NCCCN1CCCC1=O)c1cccc(S(=O)(=O)Nc2ccc(Br)cc2)c1
  A = 10%; B = nt; C = -3%; D = 4%; E = 8%; F = -8%; G = 10%; H = 4%; I = -3%
O=C(CSc1nccn(-c2cccc(F)c2)c1=O)Nc1ccc(Cl)cc1F
  A = 13%; B = -12%; C = 4%; D = 109%[activator]; E = -9%; F = -6%; G = -35%; H = -24%; I = 15%
Nc1ccc(C(=O)O)cc1
  A = 42%&30%&32%[activator]; B = 4%&7%; C = -3%&5%&-3%; D = 35%&1%&11%[activator]; E = 2%&3%&-1%&2%; F = -11%&-6%&-10%; G = 0%&-4%; H = 0%[59 µM]; I = -14%&5%&-3%
O=C(c1ccccc1F)n1c2c(c3ccccc31)CCCC2
  A = 93%[activator]; B = -7%; C = -3%; D = 11%; E = -2%; F = 74%[activator]; G = 40%[activator]; H = 23%; I = -13%
CCCCOc1ccc(-c2nnc(N)s2)cc1
  A = 24%; B = -1%; C = -8%; D = -4%; E = 9%; F = -8%; G = 0%; H = 0%; I = 3%
NC(=O)c1cn(-c2ccccc2)nc1-c1cc2ccccc2oc1=O
  A = 25%; B = -7%; C = -8%; D = 16%; E = -7%; F = -5%; G = 2%; H = -2%[59 µM]; I = 3%
O=C1c2ccccc2NC(c2ccc(F)cc2)N1Cc1ccccc1 (stereo unspecified)
  A = 96%[activator]; B = -11%; C = nt; D = -4%; E = 10%; F = 13%; G = 11%; H = 37%; I = ?
C=C(C)CNC(=O)C1CCC(=O)N(CCCc2ccccc2)C1 (stereo unspecified)
  A = 30%[activator]; B = nt; C = -2%; D = 9%; E = -3%; F = -8%; G = nt; H = nt; I = -1%
CCCC12CN3CCN(CC(C3)/C1=N\NC(=O)c1ccc(C(C)(C)C)cc1)C2
  A = 34%; B = -5%; C = i; D = -2%; E = 1%; F = -3%; G = -6%; H = -9%; I = 1%
Cc1ccc(-c2nc3c(=O)n(-c4ccccc4)c4c(c(=O)n(C)c(=O)n4C)c3o2)cc1
  A = 11%; B = -3%; C = -5%; D = 145%[activator]; E = -4%; F = 5%; G = -12%; H = -11%; I = -4%
Cc1ccc([N+](=O)[O-])cc1NC(=O)c1ccc(CSc2ccccc2)cc1
  A = 25%; B = -13%; C = -7%; D = ?; E = -3%; F = -12%; G = -5%; H = ?; I = 2%
COc1ccccc1NC(=O)NS(=O)(=O)c1ccc(C)cc1
  A = 56%[activator]; B = 0%; C = 3%; D = -2%; E = -8%; F = -3%; G = -21%; H = ?; I = 0%
Cc1cc(=O)n(Cc2cccc(F)c2)c2c1c(C)nn2-c1cccc(F)c1
  A = 13%; B = -1%; C = 9%; D = -27%; E = -1%; F = 24%; G = 0%; H = 40%[activator][59 µM]; I = 0%

# Only part of the results is shown, so the mix of outcomes need not match the whole.
